Bioassay records as filed in PubChem BioAssay.
Keap1 Nrf2 FP – inhibitors of human Keap1-Nrf2 protein-protein interaction. Q14145. Keap1 Kelch-Nrf2 peptide fluorescence polarization, 1536-well. inhibition, % at 9.4 µM. hit rate 0.15% among 340,000. AID 504523; in the data active means inhibition above about 12%;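 further: human Keap1 Kelch domain with fluorescein labeled Nrf2 9mer peptide probe; 0% = neutral control wells and 100% = peptide positive control; higher means more block of Keap1 binding to Nrf2 peptide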
Target sequence (Q14145 whole entry, looked up, the tested form may be a part): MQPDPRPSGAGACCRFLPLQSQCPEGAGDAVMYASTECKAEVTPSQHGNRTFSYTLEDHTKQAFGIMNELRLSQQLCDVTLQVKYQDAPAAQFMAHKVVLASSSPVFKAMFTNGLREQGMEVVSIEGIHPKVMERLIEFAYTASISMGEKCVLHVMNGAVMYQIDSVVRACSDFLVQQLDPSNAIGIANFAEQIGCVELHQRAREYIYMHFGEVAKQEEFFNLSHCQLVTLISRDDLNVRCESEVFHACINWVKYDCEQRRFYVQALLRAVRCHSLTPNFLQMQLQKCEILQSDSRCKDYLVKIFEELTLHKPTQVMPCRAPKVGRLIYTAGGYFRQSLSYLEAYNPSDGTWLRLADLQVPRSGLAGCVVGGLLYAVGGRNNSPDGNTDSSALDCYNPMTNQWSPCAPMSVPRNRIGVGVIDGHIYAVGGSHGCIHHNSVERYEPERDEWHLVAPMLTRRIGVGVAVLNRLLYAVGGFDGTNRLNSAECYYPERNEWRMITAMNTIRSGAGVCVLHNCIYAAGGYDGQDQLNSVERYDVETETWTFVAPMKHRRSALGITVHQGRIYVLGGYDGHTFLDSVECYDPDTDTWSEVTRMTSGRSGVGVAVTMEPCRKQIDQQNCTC
CAL-PDZ inh HTS – blocks peptide binding to the human CAL PDZ domain | inhibition, % at 24.9 µM | purified CAL PDZ, TMR-peptide fluorescence polarization, 1 h | hit rate 0.92% among 300,000 | AID 602252;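 active means mean inhibition of at least 30% with at least half of replicates also reaching 30%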;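 further: 0% = DMSO neutral control and 100% = excess unlabeled competitor peptide PRC23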
RTF Ca sens act – increases calcium sensitivity of human cardiac regulated thin filaments; P19429+P45379; IANBD-labeled TnC RTF fluorescence at EC20 calcium; 0% EC20 calcium, 100% full calcium; activation, % at 7.2 µM; hit rate 0.24% among 340,000; AID 493008;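 active means activation above the mean over all tested compounds plus 3 SD, cut at about 30% in these data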;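 further: rise in fluorescence read as greater calcium sensitivity of cardiac thin filaments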
MOR-DOR inv ag – mu-delta opioid heterodimer inverse agonism; hit rate 0.21% among 340,000; cell-based MOR-DOR heterodimer luminescence; P35372+P41143; inhibition, % at 9.3 µM; in the data active means inhibition above about 22%, passing the limit was not always enough;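 further: 0% = cells with DMSO and 100% = wells without cells with DMSO; values of inactives mirror those of a sister screen read the other way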
RTF Ca sens inh – cardiac RTF calcium desensitization; inhibition, % at 7.15 µM; IANBD-labeled cardiac RTF, Ca2+ fluorescence; hit rate 0.12% among 340,000; AID 493244;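 active means inhibition above the mean inhibition of all tested compounds plus 3 SD, cut at about 17% in these data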;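 further: assay run at fixed EC70 calcium of 1.6 mM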
HTR5A inv ag – counter-screen for OPRM1-OPRD1 inverse agonists: human HTR5A inverse agonism. P47898. HTR5A cell line, luminescence. inhibition, % at 9.3 µM. hit rate 0.083% among 340,000. AID 504634; in the data active means inhibition mostly above about 23%, no sharp cut-off; inactive means mostly below about 18%;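 further: 0% = cells with DMSO and 100% = no-cell wells with DMSO; some compounds called inactive have numbers as strong as hits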
Target sequence (P47898 whole entry, looked up): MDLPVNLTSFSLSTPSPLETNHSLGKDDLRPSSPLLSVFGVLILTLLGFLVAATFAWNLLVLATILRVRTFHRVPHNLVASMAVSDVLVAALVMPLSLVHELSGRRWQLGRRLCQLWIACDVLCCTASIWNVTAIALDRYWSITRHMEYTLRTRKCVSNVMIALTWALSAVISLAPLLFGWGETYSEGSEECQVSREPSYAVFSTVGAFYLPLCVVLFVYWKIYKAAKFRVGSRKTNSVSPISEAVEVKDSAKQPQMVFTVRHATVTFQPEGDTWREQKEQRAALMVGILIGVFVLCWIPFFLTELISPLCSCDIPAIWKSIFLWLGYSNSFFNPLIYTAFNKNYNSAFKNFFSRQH
HTR5A ag – counter-screen for OPRM1-OPRD1 agonists: human HTR5A agonism; P47898; HTR5A agonist assay, luminescence, cell-based; activation, % at 9.3 µM; hit rate 0.61% among 340,000; in the data active means activation mostly above about 9.5%, no sharp cut-off; inactive means mostly below about 7.6%;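 further: 0% = cells with vehicle only and 100% = reference agonist; strong numbers were not always called active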
C-LANA FP – KSHV C-LANA DNA binding inhibition; MBP-C-LANA/FAM-LBS DNA binding, fluorescence polarization; inhibition, % at 9 µM; hit rate 0.078% among 340,000; AID 504423;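 active means highest replicate inhibition at or above 60% at 9 µM, even if other replicates fall short; inactive means all replicates below 60% inhibition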;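 further: 0% = neutral control wells and 100% = 4 µM acridine orange control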
OPRM1-OPRD1 ag – agonists of human mu-delta opioid receptor heterodimerization; hit rate 0.3% among 340,000; AID 504326; activation, % at 9.3 µM; cells, OPRM1-OPRD1 heterodimerization, luminescence; in the data active means activation above about 18%;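 further: 0% = vehicle-treated cells and 100% = reference agonist; values of inactives mirror those of a sister screen read the other way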
V-ATPase pHluor – regulators of yeast V-ATPase proton transport | hit rate 0.37% among 350,000 | S. cerevisiae, pHLuorin cytosolic pH fluorescence | AID 504577 | response, % at 10 µM; in the data active means response mostly above about 7.3%, no sharp cut-off; inactive means mostly below about 5.4%; further: actives read high; inactives centre near 0; some compounds called inactive have numbers as strong as hits; reference of the scale not given here
Active calls of the source: *; nt = not tested or not shown.

The opening 4 entries, ahead of the listing:
SMILES	Keap1 Nrf2 FP	CAL-PDZ inh HTS	RTF Ca sens act	MOR-DOR inv ag	RTF Ca sens inh	HTR5A inv ag	HTR5A ag	C-LANA FP	OPRM1-OPRD1 ag	V-ATPase pHluor
COc1ccc(NC(=O)Nc2nnc(-c3ccccc3SCc3ccccc3)s2)cc1	-4	8	0	-13	-7	11	-5	0.8	2.7	1
CCOC(=O)c1[nH]c(C)c(/C(O)=C2\C(=O)C(=O)N(CCN(C)C)C2c2cccc(OC)c2OC)c1C (stereo unspecified)	-6	15	-4	7	-3	21	4	0.4	-1.2	-1
Cn1cccc1C(=O)NCc1ccc(Cl)cc1	1	-3	-4	8	-10	-22	8	-0.6	-1.3	0
Cc1noc(C)c1CSc1ccccc1C(=O)OC(C)C(N)=O (stereo unspecified)	1	nt	-4	8	-15	-11	1	1.0	-1.2	0

The whole of this part (from the top)
SMILES	Keap1 Nrf2 FP	CAL-PDZ inh HTS	RTF Ca sens act	MOR-DOR inv ag	RTF Ca sens inh	HTR5A inv ag	HTR5A ag	C-LANA FP	OPRM1-OPRD1 ag	V-ATPase pHluor
COc1ccc(NC(=O)Nc2nnc(-c3ccccc3SCc3ccccc3)s2)cc1	-4	8	0	-13	-7	11	-5	0.8	2.7	1
CCOC(=O)c1[nH]c(C)c(/C(O)=C2\C(=O)C(=O)N(CCN(C)C)C2c2cccc(OC)c2OC)c1C (stereo unspecified)	-6	15	-4	7	-3	21	4	0.4	-1.2	-1
Cn1cccc1C(=O)NCc1ccc(Cl)cc1	1	-3	-4	8	-10	-22	8	-0.6	-1.3	0
Cc1noc(C)c1CSc1ccccc1C(=O)OC(C)C(N)=O (stereo unspecified)	1	nt	-4	8	-15	-11	1	1.0	-1.2	0
COc1ccc(CN2CCN(Cc3cc(=O)oc4cc(C)ccc34)CC2)c(OC)c1OC	-4	-1	-5	-2	1	-5	1	-1.0	0.5	3
C/C(N)=C(\C#N)C(=O)NCCc1ccccn1	-2	8	2	8	-7	7	0	-1.1	-1.3	-5
CN(C)CCCNc1cc(C(C)(C)C)nc2c(-c3ccc(Cl)cc3)cnn12	1	nt	-9	-8	15	-5	1	1.7	1.6	0
CCOc1ccc(-c2c(C(=O)N/N=C/c3cccc(Br)c3)nnn2-c2nonc2N)cc1	3	-5	-1	-13	-7	-8	2	0.6	2.6	3
Cc1cc(NC(=O)CN2CCCCC2C)no1 (stereo unspecified)	6	-3	4	5	-2	-24	1	0.2	-0.8	0
Cc1ccc2nc(SCC(=O)OCc3ccccc3)nc(=O)n2c1	-3	-5	0	-3	3	17	-6	2.9	0.5	4
CC1CCC2C(=O)N(c3ccccc3OC(=O)c3ccccc3F)C(=O)C2C1 (stereo unspecified)	-2	-7	6	-7	5	-5	2	2.1	1.3	4
CCC(CO)Oc1cc(NCc2ccc(C)c(C)c2)c2ncn(C(C)C)c2c1 (stereo unspecified)	-3	-1	13	4	-1	26	1	-0.6	-0.8	2
O=C([C@@H]1Cc2ccccc2CN1)N1CCN(Cc2ccccc2)CC1	-2	-1	1	8	-7	10	-3	-1.7	-1.4	-2
COc1ccc(CNC(=O)C2CCCN(c3nn4c(=O)cc(C)nc4s3)C2)cc1 (stereo unspecified)	-3	3	2	16	6	0	1	-0.2	-2.9	-2
O=c1nc(N2CCOCC2)ccn1Cc1ccc(Br)cc1	-1	-4	-3	-3	0	16	1	0.3	0.5	0
COc1cc2c(C(=O)Nc3ccccc3F)cn(C)c(=O)c2cc1OC	1	-2	2	-8	-11	4	-1	4.5	1.9	1
O=C(CN(CC1CCCO1)C(=O)CCC(=O)Nc1ccccn1)NCC1CCCO1 (stereo unspecified)	0	-1	-1	16	2	10	8	0.7	-3.9	0
COc1cccc(CNS(=O)(=O)c2ccc(S(=O)(=O)N3CCCC3)cc2)c1	-2	-2	-2	14	-14	2	-1	-0.2	-2.5	-2
CCN(CC)C(=O)CSc1nnc([C@@H](NC(=O)OC(C)(C)C)C(C)C)o1	2	nt	-2	15	-1	-11	11	-0.4	-2.9	1
COc1cccc(/C=N/NC(=O)C(=O)NCc2ccco2)c1O	0	-1	4	-3	-16	-3	-1	-0.3	0.6	0
COc1ccc(C(c2sc3nc(C)nn3c2O)N2CCC(O)CC2)cc1OC (stereo unspecified)	-6	1	2	-10	-8	-19	-2	2.0	1.8	0
Cc1csc(SCC(=O)Nc2ccccc2)n1	0	nt	-1	-6	-1	12	-5	-1.6	0.8	-4
CCc1noc(C)c1C(=O)Nc1ccc(S(=O)(=O)N2CCCCC2)cc1	1	-5	-4	2	-7	7	-2	0.3	-0.3	3
COC(=O)Cn1c(=NC(=O)c2ccc(S(=O)(=O)N3CCc4ccccc4C3)cc2)sc2cc(OC)ccc21	0	0	-3	9	-11	-34	3	-0.6	-1.5	3
Cc1oc(CC(C)C)cc1C(=O)NCCCC(=O)O	-7	3	6	17	-19	2	-1	3.3	-3.8	0
(continued)
SMILES	Keap1 Nrf2 FP	CAL-PDZ inh HTS	RTF Ca sens act	MOR-DOR inv ag	RTF Ca sens inh	HTR5A inv ag	HTR5A ag	C-LANA FP	OPRM1-OPRD1 ag	V-ATPase pHluor
COc1ccccc1C1=NN(C(=S)Nc2ccccc2)C(c2ccco2)C1 (stereo unspecified)	0	-1	1	-4	-22	-11	-2	-0.9	0.6	-6
CCOC(=O)C1(CCCc2ccccc2)CCN(C(=O)Cn2nc(C)nc2C)CC1	1	-3	0	10	-2	1	2	0.5	-1.9	4
OC(c1ccc(Cl)cc1)C(O)c1nc2ccccc2[nH]1 (stereo unspecified)	5	-3	0	9	-2	-13	1	-1.1	-1.6	-3
Cc1ccc(S(=O)(=O)NCc2ccncc2)cc1C(=O)NCC(C)C	-4	-3	2	11	1	23	1	-0.5	-2.0	3
CC(NC(=O)COC(=O)c1ccc2c(c1)OCCO2)c1ccccc1 (stereo unspecified)	-1	-1	-9	12	1	1	0	8.3	-2.4	-2
COc1cc(NC(=O)CSc2nc(=O)n(CCCN3CCOCC3)c3c2CCC3)cc(OC)c1	-1	-4	-2	6	-18	-3	1	0.6	-1.0	-4
Cn1cc(S(=O)(=O)N2CCC(C(N)=O)CC2)c(=O)n(C)c1=O	2	nt	-3	12	-4	-16	0	0.5	-2.1	-1
CCOc1ccc(CNS(=O)(=O)c2cc(CN3C(=O)c4cccnc4C3=O)ccc2OC)cc1	2	0	-4	18	2	1	-2	0.2	-3.4	3
COc1ccc(CN2CCNC(=O)C2CC(=O)N(C)CCCN2CCOCC2)cc1C (stereo unspecified)	1	4	0	5	-1	-14	3	1.0	-0.9	1
COc1ccc(N/C=C/C(=O)c2sc(-c3ccccc3)nc2C)cc1	-1	-4	13	5	-19	25	-10	-0.4	-0.9	-6
CC(C)NC(=O)COc1coc(CN2CCN(c3ccccc3)CC2)cc1=O	-1	-4	-6	15	0	-10	1	-1.2	-3.0	-1
CCOC(=O)c1cnc2ccccc2c1NCCc1ccc(OC)c(OC)c1	0	-1	-5	-2	-2	-8	3	-1.2	0.3	2
CCOc1ccc(Nc2nc(NCCN3CCOCC3)nc(OC)n2)cc1	6	-8	6	10	-6	6	-2	0.1	-1.8	-2
COc1ccc(NC(=O)CSc2nnc(C)n2Cc2ccccc2)cc1	5	-14	-7	5	0	-9	3	0.2	-0.8	0
O=C(CCNC(=O)c1ccccc1)NC1CCCc2ccccc21 (stereo unspecified)	3	1	-5	6	-6	18	-1	1.6	-1.1	0
C/C(=N\NC(=S)NC1CCCCC1)c1ccc(OC(F)F)cc1OC(F)F	-2	-4	3	-9	-5	16	-12	-0.9	2.0	2
O=C(/C=C/c1ccccc1Cl)NNC(=O)c1ccncc1	2	-2	1	7	-9	-29	11	-2.0	-1.7	1
NC(=O)c1cccnc1Nc1cccc([N+](=O)[O-])c1	2	6	-7	5	5	-8	3	0.8	-1.0	-1
CCN1CCN(C(=O)CCc2nnc3ccc(N4CCC5(CC4)OCCO5)nn23)CC1	3	-3	2	12	0	-22	4	0.5	-2.1	4
COc1ccc(Cc2nc3ccccc3n2C)cc1	-3	-1	5	6	-14	17	9	-0.7	-1.2	0
CCn1cc(CN2CCC(Oc3ccc(C(=O)N4CCCCC4)cc3)CC2)cn1	-3	7	1	-10	-8	-51	5	-0.2	1.8	-2
C[C@@]12C(=O)N(CC3CCCO3)CC(=O)N1[C@H]1c3ccccc3OC[C@@H]1[C@@H]2c1ccccc1 (stereo partly specified)	-2	-2	-8	2	-14	-6	0	0.3	-0.4	-1
Cc1cc(NS(=O)(=O)c2ccc(NC(=S)NC(=O)c3ccncc3)cc2)no1	1	-6	3	21	-4	0	0	-0.3	-4.0	-3
O=S(=O)(c1cccc2nsnc12)N1CCN(C/C=C/c2ccccc2)CC1	-4	-5	-1	-18	-2	10	-2	-1.9	3.6	4
CC1CCCCN1C(=O)CSc1nnc(-c2ccccc2F)o1 (stereo unspecified)	-5	-2	-2	15	5	5	-2	0.0	-2.8	-5
Next compounds
SMILES	Keap1 Nrf2 FP	CAL-PDZ inh HTS	RTF Ca sens act	MOR-DOR inv ag	RTF Ca sens inh	HTR5A inv ag	HTR5A ag	C-LANA FP	OPRM1-OPRD1 ag	V-ATPase pHluor
COC(=O)c1ccc(NCc2cc(O)ccc2O)cc1O	-1	-6	0	-11	-7	-17	4	1.1	2.1	-2
CCN(CC)S(=O)(=O)c1ccc(O)c(C(=O)OCC(=O)NC2CCCC2)c1	0	7	0	9	-6	11	-3	-1.2	-2.0	1
CC(=O)Nc1ncc(N=Nc2cccc(C(F)(F)F)c2)s1	2	0	-3	11	-17	-22	3	0.3	-1.7	-3
Clc1cc(Br)ccc1OCCOCCN1CCOCC1	0	-1	-1	6	4	10	-1	-0.9	-0.9	4
CCN(CC(=O)NC1CCS(=O)(=O)C1)c1ccc(S(C)(=O)=O)cc1[N+](=O)[O-] (stereo unspecified)	-2	-2	5	11	-1	18	-6	1.3	-2.1	-1
O=C(Nc1cccc(Cl)c1N1CCOCC1)c1cccs1	-1	1	-5	-8	4	-7	2	-1.3	1.4	-1
CCOc1cc2[nH]c(=S)n(CCCN(CC)CC)c(=O)c2cc1OCC	0	-5	-5	9	5	5	2	-0.7	-1.9	1
C[C@H]1CN=C(N(C)C)N1CCc1ccccc1	3	0	8	16	0	-9	-1	1.8	-2.9	-2
CN(C)S(=O)(=O)c1cccc(NC(=O)CSc2nc3c(cc2C#N)C(=O)CC(C)(C)C3)c1	1	-1	8	-37	7	-49	13*	1.7	7.1	0
O=C(CSc1nnnn1C1CCCCC1)Nc1ccc(F)cc1	-5	6	-1	0	-11	2	-1	1.2	0.1	-1
CN1C(=O)c2cccc3c(S(N)(=O)=O)ccc1c23	29*	nt	5	7	-2	1	-6	19	-1.3	-2
CCOC(=O)C1(Cc2ccc(Cl)cc2)CCN(CCCn2cccn2)CC1	0	nt	2	3	1	-29	5	2.0	-0.6	2
CC(C)c1ccc(/C=N/n2c(-c3ccccc3)n[nH]c2=S)cc1	2	-7	-8	-35	-1	-3	1	1.0	7.3	0
Nc1cc(-c2ccccc2)ccc1O	-6	1	3	-25	-2	10	-5	0.2	4.0	1
CCC(C)(C)C1CCc2c(sc(NC(=O)c3ccoc3C)c2C(N)=O)C1 (stereo unspecified)	-4	-2	-2	-3	-6	-30	-3	2.1	0.6	1
COCC(=O)N(Cc1cc2ccccc2[nH]c1=O)c1ccccc1OC	-5	-3	7	20	4	-5	2	-2.9	-3.6	5
O=C(c1ccc(Cl)c(S(=O)(=O)N2CCOCC2)c1)N1CCCCC1	-4	-5	-3	16	-5	5	-2	1.9	-2.8	-1
